MIN6 prolif – MIN6 beta-cell proliferation induction; MIN6 cells proliferation, ATPlite luminescence, 48 h; cells starved in 0.2% serum; 100% = growth in 10% serum; proliferation, % at 10 µM; 330,000 tested, 0.29% active; AID 2380;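 active = compounds whose signal lies at least 3.5 SD above the mean of all wells on their plate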;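 note: 0% = DMSO-treated cells in low-serum medium and 100% = 10% serum control; some compounds called inactive have numbers as strong as hits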
UBC13 polyUb – human UBC13 polyubiquitination inhibition; UBC13 polyubiquitin chain formation, TR-FRET; 330,000 tested, 0.47% active; P61088; inhibition, % at 20 µM; in the data active = inhibition above about 45%, passing the limit was not always enough
SENP7 block – blocks the human protease SENP7; recombinant SENP7, Z-RLRGG-aminoluciferin luminescence, 40 min; Q9BQF6; AID 434973; 330,000 tested, 1.5% active; inhibition, % at 5 µM;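 active = inhibition above about 50% at the single test dose, limit read from the data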;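 note: plate controls were DMSO with enzyme for no effect and no enzyme buffer wells for full effect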
Target sequence (Q9BQF6 706-1050 limits assumed): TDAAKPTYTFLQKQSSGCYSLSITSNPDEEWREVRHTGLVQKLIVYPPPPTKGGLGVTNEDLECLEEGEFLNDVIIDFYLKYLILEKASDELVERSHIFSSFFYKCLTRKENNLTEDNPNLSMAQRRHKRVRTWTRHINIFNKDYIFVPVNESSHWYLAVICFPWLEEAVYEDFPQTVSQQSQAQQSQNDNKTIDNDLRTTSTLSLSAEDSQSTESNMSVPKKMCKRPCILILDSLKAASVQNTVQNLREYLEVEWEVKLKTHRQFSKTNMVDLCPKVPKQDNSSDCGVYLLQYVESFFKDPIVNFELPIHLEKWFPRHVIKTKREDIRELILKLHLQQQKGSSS
SENP8 block-1 – inhibitors of human SENP8 protease; recombinant SENP8, Nedd8 substrate fluorescence; 360,000 tested, 0.64% active; inhibition, % at 20 µM; AID 602440; in the data active = inhibition mostly above about 40%, no sharp cut-off; inactive = mostly below about 27%
SENP1 FRET inh – SENP1 (human) catalytic domain inhibition; recombinant SENP1 catalytic domain, CyPet-SUMO1-YPet FRET cleavage; 360,000 tested, 0.21% active; inhibition, % at 10 µM;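 active = inhibition at least 30% at 10 µM, raw YFP signal under a set limit, fluorescence ratio 0.5 to 1.5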;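 note: 0% = enzyme with DMSO and 100% = no enzyme wells; some results filed as inactive read as strong as hits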
Target sequence (Q9P0U3 419-644 limits assumed): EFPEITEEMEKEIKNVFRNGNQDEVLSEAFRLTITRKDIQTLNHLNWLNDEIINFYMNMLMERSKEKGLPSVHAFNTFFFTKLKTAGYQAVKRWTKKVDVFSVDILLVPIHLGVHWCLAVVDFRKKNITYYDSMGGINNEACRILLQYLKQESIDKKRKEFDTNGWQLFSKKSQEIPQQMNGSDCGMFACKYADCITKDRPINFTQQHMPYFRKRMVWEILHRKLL
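Material: hSENP1 catalytic domain, recombinant; medium: Tris pH 8 with BME, BSA, NP40 and catalase; compound: single concentration of 10 µM compound, 0.5% DMSO final; technique: FRET read of cyan and yellow fluorescence; timing: 50 min enzyme reaction, room temperature, light-protected; reagent: SFCypet-SUMO1-SFYpet substrate at 25 nM; control set: no-enzyme low, enzyme-DMSO high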
PfGluPho inh – PfG6PD (Plasmodium falciparum) enzyme inhibition; inhibition, % at 20 µM; 350,000 tested, 0.78% active; AID 504690; PfGluPho enzyme, NADPH resazurin-diaphorase fluorescence;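 active = inhibition reaching at least a set limit at 20 µM in the primary screen, cut at about 59% in these data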;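 note: 0% = DMSO wells with substrate and 100% = DMSO wells lacking glucose-6-phosphate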
SENP6 block – SENP6 protease inhibition. AID 2599. 330,000 tested, 1.8% active. Recombinant SENP6 catalytic domain, aminoluciferin luminescence. inhibition, % at 10 µM;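 active = inhibition above about 50% at the single tested dose, limit read from the data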;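 note: plate controls were DMSO wells with enzyme for no effect and DMSO wells lacking enzyme for full effect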
Target sequence (Q9GZR1 628-1112 limits assumed): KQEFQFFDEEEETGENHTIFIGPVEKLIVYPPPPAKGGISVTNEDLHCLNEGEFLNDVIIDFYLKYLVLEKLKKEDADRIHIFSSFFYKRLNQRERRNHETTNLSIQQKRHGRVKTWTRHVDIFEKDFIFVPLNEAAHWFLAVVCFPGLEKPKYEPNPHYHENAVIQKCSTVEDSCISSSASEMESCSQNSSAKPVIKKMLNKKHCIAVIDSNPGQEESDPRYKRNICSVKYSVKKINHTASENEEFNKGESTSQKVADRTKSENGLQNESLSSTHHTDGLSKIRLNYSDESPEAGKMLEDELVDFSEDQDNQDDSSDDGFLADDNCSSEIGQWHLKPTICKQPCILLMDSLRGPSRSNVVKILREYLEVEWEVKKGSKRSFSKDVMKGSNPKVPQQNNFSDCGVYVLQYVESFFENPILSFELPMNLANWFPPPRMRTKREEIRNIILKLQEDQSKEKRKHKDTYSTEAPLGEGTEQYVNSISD
HKDC1 inh – inhibitors of human hexokinase HKDC1 | Q2TB90 | recombinant HKDC1, G6PDH/diaphorase resazurin coupled fluorescence | inhibition, % at 20 µM | 340,000 tested, 0.16% active;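 active = inhibition above about 35% when tested at 20 µM, limit read from the data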;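 note: plate controls were DMSO wells with enzyme for no effect and DMSO wells lacking enzyme for full effect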
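Assay system – recombinant HKDC1 (HK5) hexokinase enzyme, produced in-house · Input – HKDC1 at 5 µg/mL · Reagent – glucose plus 1 mM ATP as hexokinase substrates · Timing – 90 min reaction incubation at room temperature, dark · Measured by – G6PDH/diaphorase-coupled fluorescence, 1 mM NADP, 100 µM resazurin, 525/613 nm · Benchmarks – DMSO-enzyme wells negative, buffer-substituted wells positive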
SENP8 block-2 – inhibitors of human SENP8 protease; Q96LD8; purified SENP8, Z-RLRGG-aminoluciferin cleavage, luminescence; inhibition, % at 10 µM; 330,000 tested, 1.2% active; AID 2540; in the data active = inhibition above about 50%
* = called active by the depositor; / = not tested or not shown.

SMILES	MIN6 prolif	UBC13 polyUb	SENP7 block	SENP8 block-1	SENP1 FRET inh	PfGluPho inh	SENP6 block	HKDC1 inh	SENP8 block-2
C=CC[n+]1c(-c2ccc(C)cc2)csc1NNC(=O)Nc1ccccc1	-5	3	3	14	-2	2	-55	-1	-10
CCN(C(=O)COC(=O)c1c(C)nn(-c2ccccc2)c1Cl)c1c(N)n(Cc2ccccc2)c(=O)[nH]c1=O	-2	2	3	1	-4	-2	-11	-1	-9
CC(=O)NC(CC(=O)Nc1ccc2c(c1)OCCO2)c1ccccc1 (stereo not drawn)	0	1	-2	3	-1	3	-19	-5	0
CCSc1ccccc1C(=O)NCc1ccc2c(c1)OCO2	0	-4	11	14	1	-11	-2	-6	-4
Cc1ccc(NC(=O)CN2C(=O)NC(Cc3ccccc3)C2=O)c(Br)c1 (stereo not drawn)	0	7	5	11	0	0	-12	-3	2
COc1ccccc1NC(=O)c1nn(C)c(C(=O)Nc2ccccc2OC)c1[N+](=O)[O-]	3	6	7	27	-1	6	16	6	8
O=C(NCCCc1ccccc1)c1ccc(-n2cncn2)c([N+](=O)[O-])c1	0	0	1	4	0	-11	-5	5	-5
COc1ccc(NC(=O)COC(=O)c2ccco2)c([N+](=O)[O-])c1	-2	3	0	10	1	15	14	-11	2
Cc1nn(-c2ccccc2)c2sc(C(=O)NCCN3CCOCC3)cc12	0	13	2	-42	-2	3	3	2	5
CC1N(C)c2cc(NC(=O)c3ccco3)c(P(=O)(Nc3ccc([N+](=O)[O-])cc3)N3CCOCC3)cc2C1(C)C (stereo not drawn)	-4	0	-1	11	1	12	-24	23	0
O=C(NNC(=O)c1cc2cc(Br)ccc2oc1=O)c1ccc(O)cc1	2	1	5	16	13	2	-11	-3	-5
O=C(COC(=O)/C=C/c1cccc(Br)c1)NC1CCCCC1	1	1	7	33	1	3	-7	-4	-9
O=C(CN1c2cccc3cccc(c23)S1(=O)=O)N1CCN(c2ccccc2)CC1	-3	12	9	-443	-1	-15	-6	7	-7
Cc1ccc(NC(=O)c2sc(Cl)nc2-c2ccccc2)cc1C	-4	9	-1	14	-1	-3	1	-7	0
CC(C)c1cc(Br)ccc1OCCN1C(=O)NC(C)(C)C1=O	-2	12	-1	17	1	3	-8	-8	-3
Cc1ccc2nc(NC(=O)CN(C)S(=O)(=O)c3ccc(Br)s3)sc2c1	-3	-2	-6	17	-1	4	-15	7	-14
COc1cccc(C(=O)NCCS(=O)(=O)NC2CCCC2)c1	-6	-4	-8	3	3	-16	-6	-4	-9
Cc1ccc(C2C(C#N)=C3N=C(N)c4ccccc4N3C3=C2C(=O)CCC3)cc1 (stereo not drawn)	3	4	4	27	-2	12	11	-2	4
O=C(Nc1ccc(N2CCCC2)c(Cl)c1)c1ccco1	-4	-3	-11	4	-7	6	36	-4	25
CCCC(=O)Nc1nc2c(s1)COc1ccccc1-2	2	2	-16	-4	0	-1	-17	-2	-8
O=C(CN1CCC(NC(=O)c2ccccc2F)CC1)Nc1ccc2c(c1)OCCO2	0	0	4	11	0	7	1	3	5
O=C(CCCn1cnc([N+](=O)[O-])n1)Nc1cccc(O)c1	-3	-6	4	9	2	15	8	-6	-6
CCCS(=O)(=O)N1CCN(CC2CC3C=CC2C3)CC1 (stereo not drawn)	-1	-4	7	11	2	-5	4	-6	6
O=C(N/N=C/c1c[nH]c2ccccc12)c1ccc(Br)cc1	-2	10	-6	-43	-1	4	9	-3	-2
CSc1ncccc1C(=O)OCC(=O)c1cc2ccccc2o1	-2	0	-13	-12	-13	-12	-22	6	-24

Part of the list above, comma-delimited:
SMILES,MIN6 prolif,UBC13 polyUb,SENP7 block,SENP8 block-1,SENP1 FRET inh,PfGluPho inh,SENP6 block,HKDC1 inh,SENP8 block-2
COc1ccccc1NC(=O)c1nn(C)c(C(=O)Nc2ccccc2OC)c1[N+](=O)[O-],3,6,7,27,-1,6,16,6,8
O=C(NCCCc1ccccc1)c1ccc(-n2cncn2)c([N+](=O)[O-])c1,0,0,1,4,0,-11,-5,5,-5

Continued.
SMILES	MIN6 prolif	UBC13 polyUb	SENP7 block	SENP8 block-1	SENP1 FRET inh	PfGluPho inh	SENP6 block	HKDC1 inh	SENP8 block-2
COc1ccc2nc(SCC(=O)NC(C)(C)C)[nH]c2c1	-3	3	-9	10	2	5	1	-4	-9
C=CCN1C(=Nc2cccnc2)SCC1(O)c1ccc(C)cc1 (stereo not drawn)	-6	-10	-7	/	/	/	-6	/	-7
Cc1cc(NC(=O)COC(=O)c2c(C)noc2C)ccc1Br	-4	5	-2	3	2	6	-10	-1	-4
Cc1ccc2nc(-c3ccccc3N)[nH]c2c1	-3	9	95*	-437	-1	55	93*	-3	90*
CCC(=O)NC(C)c1cc(Cl)c2ccccc2c1O (stereo not drawn)	-3	51*	4	-177	2	38	0	14	6
CNC(=O)CN(c1ccc(C(C)C)cc1)S(C)(=O)=O	-1	-10	-5	11	-2	-4	-8	-7	-3
CCn1c(=O)c(C)nn2c3ccccc3nc12	-2	-3	0	13	1	-23	0	2	-4
Cc1noc(C)c1C(=O)OC(C)C(=O)N(C)c1ccccc1 (stereo not drawn)	0	-9	13	-1	1	2	0	-1	-7
COCCCn1c(SCC(=O)N(C)C)nnc1-c1ccccc1	-2	2	0	17	-2	-8	-24	-8	-3
O=C(NC1C(=O)NNC1c1ccccc1)c1ccccc1 (stereo not drawn)	-3	-2	-5	55*	4	12	14	4	-5
Cc1ccc([N+](=O)[O-])c2c1C(N1CC(C)OC(C)C1)C(C)(C)O2 (stereo not drawn)	0	-2	-7	10	2	16	-1	0	-4
CCOc1ccc(S(=O)(=O)Nc2nc3ccccc3nc2-n2ccc(=NC(=O)c3cccs3)cc2)cc1	-4	-31	-1	-289	-25	-12	17	-4	-6
CSCCC(NC(=O)c1ccc(Cl)cc1Cl)C(=O)OC(C)C(=O)NCc1ccco1 (stereo not drawn)	1	-3	10	9	2	2	-7	-3	2
Cc1cc(C)c2c(=O)[nH]c(SCC(=O)N3CCCCC3)nc2n1	-4	-5	3	-54	-1	2	9	2	3
C#CCNC(=O)C1=C[C@H](c2csc3ccccc23)C[C@H](OCCCCO)O1	-3	-7	5	-21	-3	-11	-17	-3	-1
O=C(CNC1CCCCCC1)Nc1ccccc1N1CCCCC1	-6	6	-10	17	0	-10	-15	1	-4
Cc1nc(C)c(C(=O)Nc2cccc(F)c2)s1	1	5	-4	11	-2	-9	-21	-5	-18
Cc1ccc(CNS(=O)(=O)c2cn(C)cn2)cc1	1	6	5	8	1	-8	-7	-11	1
Cc1cccc(NC(=O)Cn2cccc2)c1	-3	9	-1	11	0	10	8	-10	4
S=C(Nc1ccccc1)c1nc2ccccc2s1	-3	-6	67*	-12	2	4	-17	5	48
C=CCOc1ccc(/C=N/NC(=O)c2c(C)nc3ccc(Cl)cn23)cc1	-4	-2	0	-32	0	-11	-6	-6	0
Cn1c(CNc2ccc(Cl)cc2)nnc1SCC#N	-1	5	-4	16	0	-4	-9	-7	4
CC(=O)c1ccc(NC(=O)Nc2ccc([N+](=O)[O-])cc2)cc1	-6	16	5	7	1	3	-9	-10	-16
O=S(CC1CC1(Cl)Cl)CC1CC1(Cl)Cl (stereo not drawn)	0	-5	-8	6	2	0	-18	-5	-9
CCOCCCNCc1ccc(OCc2ccccc2C)c(OC)c1	-2	14	-5	21	3	-8	-9	7	0

Structures shown so far that contain a thiophene ring, fused or not, in the order listed:
SMILES	MIN6 prolif	UBC13 polyUb	SENP7 block	SENP8 block-1	SENP1 FRET inh	PfGluPho inh	SENP6 block	HKDC1 inh	SENP8 block-2
Cc1nn(-c2ccccc2)c2sc(C(=O)NCCN3CCOCC3)cc12	0	13	2	-42	-2	3	3	2	5
Cc1ccc2nc(NC(=O)CN(C)S(=O)(=O)c3ccc(Br)s3)sc2c1	-3	-2	-6	17	-1	4	-15	7	-14
CCOc1ccc(S(=O)(=O)Nc2nc3ccccc3nc2-n2ccc(=NC(=O)c3cccs3)cc2)cc1	-4	-31	-1	-289	-25	-12	17	-4	-6
C#CCNC(=O)C1=C[C@H](c2csc3ccccc23)C[C@H](OCCCCO)O1	-3	-7	5	-21	-3	-11	-17	-3	-1

(cont.)
SMILES	MIN6 prolif	UBC13 polyUb	SENP7 block	SENP8 block-1	SENP1 FRET inh	PfGluPho inh	SENP6 block	HKDC1 inh	SENP8 block-2
COc1ccc2cnn(Cc3ccccc3)c(=O)c2c1OC	0	4	6	-42	0	-29	7	-12	-3
Cc1ccn2c(CNC(C)c3cn(C)nc3C)c(C(=O)N3CCCCCC3)nc2c1 (stereo not drawn)	5	5	-10	-56	-2	1	-7	-2	0
CCn1c(=NC(=O)CN2C(=O)CCC2=O)sc2c(OC)ccc(OC)c21	6	-2	13	-48	-2	-7	-13	-1	-13
O=[N+]([O-])c1ccc2nnn(O)c2c1	-2	-7	11	26	0	-5	-5	-2	-2
COC(=O)c1ccc(NC(=O)CN(C)S(=O)(=O)c2ccc(OC)c(C)c2)cc1	1	4	10	11	3	-2	-3	-4	-6
O=C(COc1ccc(-c2nnco2)cc1)Nc1c(F)cccc1F	2	6	-4	-44	-2	8	5	-14	2
COc1ccc(C(=O)Nc2ccncc2)cc1OC	1	-2	5	4	-1	-5	18	2	7
Cc1cc(C)n(-c2nc3ccccc3nc2N2CCN(C(=O)c3ccccc3)CC2)n1	-2	-1	7	-377	-81	-2	-4	-4	-3
CNS(=O)(=O)c1cccc(C(=O)OC2CCCCC2=O)c1 (stereo not drawn)	-1	-3	1	9	0	2	-1	-7	-3
COc1cc(-c2noc(C3CCCN(C(=O)c4c(F)cccc4F)C3)n2)cc(OC)c1OC (stereo not drawn)	0	-2	2	8	0	-5	-5	-3	-9
Cc1ccnc(N/N=C/c2ccccc2)n1	-4	-4	34	5	1	8	33	1	-4
O=C(CN1CCN(Cc2ccccc2)CC1)NCc1ccc(Cl)cc1	0	7	3	6	1	-1	2	-4	-1
O=C(Nc1ccccc1N1CCOCC1)c1cccc(F)c1	-1	-11	2	2	2	-12	2	-3	3
COc1ccc(C(=O)COC(=O)C(CCSC)NS(=O)(=O)c2ccc(Cl)cc2)cc1 (stereo not drawn)	/	/	/	7	3	-2	/	-3	/
CC(C)N(C(=O)NC(=O)Nc1ccc(S(=O)(=O)N2CCCC2)cc1)S(C)(=O)=O	-3	-5	-10	16	-1	-9	-13	-7	-4
CCN1C(=O)/C(=C/c2cccs2)N(C)C1=S	1	-28	-4	18	-47	8	-22	3	-6
CC(=O)Oc1ccc(/C=N/NC(=O)CCSc2ccccc2)cc1	0	2	-4	-1	0	2	-24	-4	0
FC(F)(F)c1ccccc1N/N=C/c1cccnc1	1	-7	-9	4	-1	-4	-10	-2	-18
O=C(c1ccccc1)c1ccc(OCC(O)CN2CCCCC2)cc1 (stereo not drawn)	-3	-2	6	23	3	1	-5	-2	0
Clc1ccc(-c2cnc3n2CCCCC3)cc1	-1	5	-4	14	1	-10	-11	-4	-1
CC(=O)c1sc(-c2ccc(Cl)cc2)nc1C	1	8	29	15	1	-5	34	0	20
COc1ccc(-c2nc(CSCC(=O)NC3CCCc4ccccc43)c(C)o2)cc1OC (stereo not drawn)	-1	0	10	-10	1	2	11	-1	3
CC1Cc2ccccc2N1C(=O)Cn1cc([N+](=O)[O-])cn1 (stereo not drawn)	2	5	-4	17	3	7	-6	-4	-6
S=c1[nH]nc(Cc2sc(-c3ccccc3)nc2-c2ccccc2)o1	-2	-11	3	16	1	9	23	9	2
O=[N+]([O-])c1cc2c(cc1CN1CCN(CCOCCO)CC1)OCO2	-1	-9	12	19	0	4	-13	2	-5
